Pol iota inh: qHTS for Inhibitors of Polymerase Iota. DNA polymerase iota (Homo sapiens), Q9UNA4. Pol iota fluorescent replication assay, 10 min. Potency, µM (highest dose often 115 µM), for the others: at the top dose activity, negative = inhibition, usual class: inhibitors. actives 1% (n = 390,000). AID 588590, 2011
Target sequence (Q9UNA4 whole entry, looked up): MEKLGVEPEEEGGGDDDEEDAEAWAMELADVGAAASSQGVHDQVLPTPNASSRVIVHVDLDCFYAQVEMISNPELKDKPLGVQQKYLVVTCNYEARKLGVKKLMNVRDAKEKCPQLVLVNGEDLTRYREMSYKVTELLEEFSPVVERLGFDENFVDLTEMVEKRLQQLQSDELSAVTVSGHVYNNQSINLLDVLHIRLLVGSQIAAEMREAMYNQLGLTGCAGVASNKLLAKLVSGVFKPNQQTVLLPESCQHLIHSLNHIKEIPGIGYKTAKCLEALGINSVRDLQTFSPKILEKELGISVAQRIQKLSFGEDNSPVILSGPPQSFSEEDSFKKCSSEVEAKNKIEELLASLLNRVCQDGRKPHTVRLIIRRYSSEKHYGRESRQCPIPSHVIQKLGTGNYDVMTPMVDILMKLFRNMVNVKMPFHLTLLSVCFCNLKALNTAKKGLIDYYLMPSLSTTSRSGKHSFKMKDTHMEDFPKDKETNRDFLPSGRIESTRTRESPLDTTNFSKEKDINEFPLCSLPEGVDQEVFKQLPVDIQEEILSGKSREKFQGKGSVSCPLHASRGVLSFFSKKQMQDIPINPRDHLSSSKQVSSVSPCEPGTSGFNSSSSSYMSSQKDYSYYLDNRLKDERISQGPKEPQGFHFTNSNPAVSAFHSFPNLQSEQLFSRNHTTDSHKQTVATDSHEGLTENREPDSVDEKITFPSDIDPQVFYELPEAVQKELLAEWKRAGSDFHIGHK
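Pol iota at 10 nM preincubated 15 min with compounds at room temperature; reaction started with fluorescent substrate, 50 nM final. Fluorescence read kinetically at 0 and 10 min; buffer-only wells as negative control.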
BLM inh: qHTS Assay for Inhibitors of Bloom's syndrome helicase (BLM) | RecQ-like DNA helicase BLM (Homo sapiens), P54132 | recombinant BLM DNA unwinding, fluorescence dequenching | Potency, µM (doses to about 56.1 µM), for inactives: top-dose activity change, negative = inhibition, hits mostly inhibitors | actives 0.2% (n = 350,000) | AID 2528, 2010;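 further: plate controls were vehicle for no effect and no enzyme for full effect; nearly all actives have a fitted effect of over 35% in size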
BAZ2B inh: qHTS Assay for Inhibitors of BAZ2B | AID 504333, 2011 | actives 4.4% (n = 360,000) | Potency, µM (series often up to 114 µM), for the others: at the top dose activity change, negative = inhibition, usual class: inhibitors | AlphaScreen BAZ2B-H3K14Ac peptide displacement; further: on the % scale 0 is the no-effect control and ±100 the full control effect; nearly all actives have a fitted effect of over 60% in size
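BAZ2B (50 nM) with biotin-H3(5-23)K14Ac peptide (50 nM) in PBS pH 7.4, 0.01% Tween-20, preformed 30 min, then compound 30 min at room temperature; top concentration 110uM. AlphaScreen streptavidin donor/nickel chelate acceptor beads (10 ug/mL final), 20 min dark, signal read.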
Pol kappa inh: qHTS for Inhibitors of Polymerase Kappa; purified Pol kappa, fluorescent DNA synthesis assay, 10 min; actives 0.53% (n = 400,000); AID 588579, 2011; Potency, µM (series often up to 107 µM), inactives show at the top dose activity, negative = inhibition, most hits filed as inhibitors; DNA polymerase kappa (Homo sapiens), Q9UBT6; further: on the % scale 0 is the no-effect control and ±100 the full control effect
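Activity was followed as the change in fluorescence between reads at 0 and 10 min after starting the reaction with 50 nM substrate. Beforehand, 10 nM polymerase had been preincubated with compound for 15 min at room temperature.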
POLH inh: qHTS for Inhibitors of Polymerase Eta; Potency, µM (titrated, usually from 114 µM), for inactives: at the highest dose activity change, negative = inhibition, usual class: inhibitors; actives 1.2% (n = 390,000); recombinant Pol eta, fluorescent DNA replication assay; DNA polymerase eta (Homo sapiens), Q9Y253; further: on the % scale 0 is the no-effect control and ±100 the full control effect
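Fluorescent replication assay: 50 nM final substrate added after a 15 min room-temperature compound preincubation with 10 nM enzyme. Signal taken at 0 min and again at 10 min.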
G9a block: qHTS Assay for Inhibitors of Histone Lysine Methyltransferase G9a; Histone-lysine N-methyltransferase EHMT2 (Homo sapiens), Q96KQ7; G9a H3K9 monomethylation, AlphaScreen, 2 h; Potency, µM (doses to about 102 µM), for inactives: at the top dose activity, negative = inhibition, hits mostly inhibitors; actives 8.8% (n = 350,000); AID 504332, 2011; further: on the % scale 0 is the no-effect control and ±100 the full control effect; nearly all actives have a fitted effect of over 75% in size
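Chemiluminescent proximity detection of H3K9 monomethylation, read after 10 min bead incubation in the dark. Reaction: 20 nM G9a, 500 nM biotin-H3K9 peptide, 20 uM SAM cofactor, 2 h, room temperature, following 15 min enzyme-compound preincubation.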
JMJD2A Tudor: qHTS Assay for Inhibitors of JMJD2A-Tudor Domain. Lysine-specific demethylase 4A (Homo sapiens), O75164. AlphaScreen JMJD2A-Tudor / H3K4me3 peptide binding. Potency, µM (titrated, usually from 114 µM), inactives show at the highest dose activity change, negative = inhibition, hits mostly inhibitors. actives 4.4% (n = 390,000). AID 504339, 2011; further: on the % scale 0 is the no-effect control and ±100 the full control effect; nearly all actives have a fitted effect of over 50% in size
APEX1 inh: qHTS Assay for Inhibitors of the Human Apurinic/apyrimidinic Endonuclease 1 (APE1) | DNA repair nuclease/redox regulator APEX1 (Homo sapiens), P27695 | recombinant APE1, TAMRA/BHQ-2 abasic DNA cleavage fluorescence | Potency, µM (top dose mostly 65.8 µM), for inactives: at the highest dose activity change, negative = inhibition, most hits filed as inhibitors | actives 0.35% (n = 350,000);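 further: plate controls were vehicle for no effect and reference inhibitor for full effect; nearly all actives have a fitted effect of over 55% in size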
Target sequence (P27695 whole entry, looked up): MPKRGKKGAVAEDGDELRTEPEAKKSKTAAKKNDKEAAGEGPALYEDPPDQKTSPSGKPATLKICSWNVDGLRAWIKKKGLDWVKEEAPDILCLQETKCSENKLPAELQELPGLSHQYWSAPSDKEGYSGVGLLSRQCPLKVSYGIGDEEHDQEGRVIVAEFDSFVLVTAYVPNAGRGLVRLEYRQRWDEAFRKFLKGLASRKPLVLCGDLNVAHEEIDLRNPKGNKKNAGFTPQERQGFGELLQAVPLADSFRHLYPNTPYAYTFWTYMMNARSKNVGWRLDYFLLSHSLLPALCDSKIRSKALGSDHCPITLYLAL
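Enzyme (0.75 nM final) and test compound are incubated 15 min at room temperature before adding 50 nM quenched THF abasic-site duplex. Cleavage dequenches TAMRA, followed at 525/598 nm over three reads one minute apart.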
Pol beta inh: qHTS Assay for Inhibitors of DNA Polymerase Beta; P06746; Pol beta primer extension/strand displacement, fluorescence kinetic; Potency, µM (series often up to 114 µM), inactives show at the top dose activity change, negative = inhibition, actives largely listed as inhibitors; actives 1.3% (n = 340,000); AID 485314, 2010; further: on the % scale 0 is the no-effect control and ±100 the full control effect
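Kinetic readout of DNA synthesis with strand displacement by Pol beta. Compound and 10 nM enzyme sit 15 min at room temperature; 50 nM substrate starts the reaction, read immediately and at 10 min.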
Active calls of the source: *; ? = inconclusive; / = not tested or not shown; & = joins results of further samples; [ ] = another dose, or the depositor's remark. The call rests on the fitted dose curve; in most records, active means well fitted curve in the direction sought with a large enough effect; inconclusive means small, poorly fitted or top-dose-only effect, or another doubt; inactive means no such curve, though single readings can be large; an effect the other way counts as inactive or inconclusive. Potency means the concentration at half of the fitted maximal effect. The list is partial. The share of hits here may be higher or lower than overall.

Every second line gives: Pol iota inh, BLM inh, BAZ2B inh, Pol kappa inh, POLH inh, G9a block, JMJD2A Tudor, APEX1 inh, Pol beta inh
- Cc1ccccc1CNS(=O)(=O)c1c(C)[nH]c(C)c1C(=O)N1CCCCC1
    33%[activator], 2%, -37%, 6%, -10%, -8%, ?, 54%[activator], 42%
- O=C(Nc1ccccc1F)c1ccc(S(=O)(=O)N2CCCCCC2)cc1
    6%, /, 7%, 0%, -5%, 62%[activator][12.7 µM], -2%, -15%, /
- COc1cc(C2c3c(n[nH]c3C)C(=O)N2c2ccc(Br)cc2)ccc1O (stereo not given)
    5%, -2%, -32%, -7%, 1%, 24%[12.7 µM], -20%, -3%, -9%
- CCOC(=O)C(c1ccccc1)C(Nc1ccccc1)c1ccccn1 (stereo not given)
    43%[activator], -1%, -30%, 1%, -21%, -4%, 2%, -1%, -8%
- CC(C)O/C(=N\S(=O)(=O)c1ccc(Cl)cc1)c1ccccc1
    -3%, -1%, 7%, -10%, -11%, 10%[59 µM], 30%, -2%, 0%
- CCn1c(SCC(=O)N2CCCC2)nnc1-c1ccc(N)cc1
    -8%, -2%, 0%, -6%, -20%, 1.1µM*, 12%[11.4 µM], 0%, 2%
- CCOC(=O)c1c(C)sc2c1N(C(=O)CN(CC)CC)c1cc(Cl)ccc1S2
    -14%, -3%, -38%, -12%, -22%, -17%[59 µM], ?, 9%, 2%
- Cc1ccccc1C(=O)Nc1ccc2c(c1)CCCN2C(=O)c1cccs1
    19%&-4%, -6%&-14%, ?, -3%, ?, 15%[0.501 µM], -27%&-28%, -20%, 0%&3%
- CC(C)OCC(O)Cn1c(N2CCCC2)nc2c1c(=O)n(C)c(=O)n2C (stereo not given)
    156%[activator], -3%, -3%, 3%, -17%, -10%, -17%, -8%, ?
- O=C(O)c1nn(-c2cccc(C(F)(F)F)c2)ccc1=O
    ?, -2%, -11%, -21%, -4%, 10%, -11%, 29%, -4%
- CCN(CCCNC(=O)CN1C(=O)COc2ccccc21)c1cccc(C)c1
    9%, -6%, ?, -12%, -14%, 22µM*, ?, 4%, 1%
- CC1CCN(C(=O)Cn2cc3c(n2)CCCC3)CC1
    23%, -2%, -6%, 10%, -8%, -3%[59 µM], 0%, 0%, 19%
- CSCCC(NS(=O)(=O)c1ccccc1F)C(=O)NNC(=O)c1csc(N2CCOCC2)n1 (stereo not given)
    21%, /, -36%, -2%, -4%, 1%, -7%, -8%, /
- CC(=O)/C(C(=N)N1CCN(Cc2ccccc2)CC1)=C(\C)O
    3%, -1%, -13%, 2%, -14%, -10%[12.7 µM], -9%, 1%, 3%
- O=C(CSc1nncn1-c1ccccc1)Nc1ccccc1
    45%[activator], -11%, -6%, -9%, -18%, /, -3%, 12%, 31%

By substructure, the compounds so far containing two or more sulfur atoms
Every second line gives: Pol iota inh, BLM inh, BAZ2B inh, Pol kappa inh, POLH inh, G9a block, JMJD2A Tudor, APEX1 inh, Pol beta inh
- CCOC(=O)c1c(C)sc2c1N(C(=O)CN(CC)CC)c1cc(Cl)ccc1S2
    -14%, -3%, -38%, -12%, -22%, -17%[59 µM], ?, 9%, 2%
- CSCCC(NS(=O)(=O)c1ccccc1F)C(=O)NNC(=O)c1csc(N2CCOCC2)n1 (stereo not given)
    21%, /, -36%, -2%, -4%, 1%, -7%, -8%, /

Later entries.
Every second line gives: Pol iota inh, BLM inh, BAZ2B inh, Pol kappa inh, POLH inh, G9a block, JMJD2A Tudor, APEX1 inh, Pol beta inh
- Cc1nnc(SCCN2CCOCC2)n1C
    27%, -1%, ?, -2%, -5%, 35µM*, 1µM*, -2%, 1%
- Cc1oc2ccc(O)c(CN3CCN(C)CC3)c2c1C(=O)Nc1ccccc1
    24%, 3%, -13%, 19%, -4%, -22%[59 µM], -14%, /, 10%
- C=CCNC(=O)NC(=O)COC(=O)COc1ccc(Br)cc1F
    4%, 0%, -2%, -7%, -9%, 9%, -11%, -7%, 23%
- COC(=O)c1ccc(NC(=S)Nc2ccccn2)cc1
    6%, 0%, -5%, -13%, 3%, ?, ?, 1%, 27%
- CCn1nnc2cc(C(=O)Nc3cccc(C)c3C)ccc21
    1%, -1%, -1%, 25%, 2%, -1%[59 µM], -13%, /, 11%
- Cc1ccc(-c2nnc(Nc3cccc(O)c3)c3ccccc23)cc1S(=O)(=O)N1CCCCC1
    -8%, -15%, -23%, -21%, -6%, -8%[59 µM], -35%, /, 1%
- Cc1ccc(CN(Cc2ccco2)S(=O)(=O)c2ccc(S(=O)(=O)NCC3CCCO3)cc2)cc1 (stereo not given)
    -9%, -1%, -28%, -10%, -26%, -45%, -4%[57.1 µM], -1%, 0%
- Cc1ccc(Nc2nnc(SCC(=O)c3cc4ccccc4o3)s2)cc1C
    56%[activator], -1%, -33%, -3%, 0%, ?, ?, -6%, 3%
- CN1C(=O)c2ccc(NC(=S)NC(=O)C(C)(C)C)cc2C1=O
    8%, 6%, 8%, -14%, -15%, 45µM*, -20%, 5%, 16%[57.1 µM]
- OCCC1CN(Cc2ccon2)CCN1Cc1ccc(F)c(F)c1 (stereo not given)
    12%, -6%, 0%, -18%, 3%, /, -14%, -4%, 5%
- O=C(C1CCC(=O)N(C2CCCC2)C1)N1CCN(c2ccc(Cl)cc2)CC1 (stereo not given)
    51%[activator], -2%, -14%[57.1 µM], -2%, -13%, -18%, -4%, 11%, 47%
- CN(C(=O)COc1ccc(S(=O)(=O)N2CCOCC2)cc1[N+](=O)[O-])C1CCS(=O)(=O)C1 (stereo not given)
    -21%, -5%, -7%, -22%, -23%, 0%, 3%, -3%, -1%
- O=C(O)c1ccc2c(c1Nc1ccccc1)C(=O)c1ccccc1C2=O
    42%[activator], -4%, ?, -12%, ?, 40µM*, 50µM*, 2%, -12%
- CCC(=O)Nc1ccc(Nc2nc(C)c([N+](=O)[O-])c(Nc3ccc(NC(=O)CC)cc3)n2)cc1
    -12%, -1%, -31%, -5%, ?, 14%[59 µM], -16%, -6%, 5%
- Cc1cc(C)cc(OCC(=O)NNC(=O)CCN2C(=O)c3ccccc3C2=O)c1
    51%[activator], 2%, 7%, 5%, -19%, -6%[59 µM], -15%, 2%, 28%

Structures from the list above that contain a nitro group on carbon:
Every second line gives: Pol iota inh, BLM inh, BAZ2B inh, Pol kappa inh, POLH inh, G9a block, JMJD2A Tudor, APEX1 inh, Pol beta inh
- CN(C(=O)COc1ccc(S(=O)(=O)N2CCOCC2)cc1[N+](=O)[O-])C1CCS(=O)(=O)C1 (stereo not given)
    -21%, -5%, -7%, -22%, -23%, 0%, 3%, -3%, -1%
- CCC(=O)Nc1ccc(Nc2nc(C)c([N+](=O)[O-])c(Nc3ccc(NC(=O)CC)cc3)n2)cc1
    -12%, -1%, -31%, -5%, ?, 14%[59 µM], -16%, -6%, 5%

Next entries.
Compound | Pol iota inh | BLM inh | BAZ2B inh | Pol kappa inh | POLH inh | G9a block | JMJD2A Tudor | APEX1 inh | Pol beta inh
CCOc1ccc(NC(=O)CN(C)C(=O)c2ccccc2CCc2ccccc2)cc1OCC | 24% | / | -3% | -4% | -27% | 56µM* | -33% | -5% | /
CCCNC(=O)c1ccc2c(c1)sc1nc(-c3ccc(C)cc3)cn12 | 2% | -3% | -2% | -15% | 11% | 3%[59 µM] | -6% | / | -24%
CCc1ccc(C2=NN(CCC(=O)NC(C)c3ccc4c(c3)OCCO4)C(=O)CC2)cc1 (stereo not given) | 10% | -9% | -3% | -9% | -1% | ? | -14% | -2% | -1%
Cc1ccnc2nc(C(=O)OCCOc3ccccc3)nn12 | 4% | -1% | 1% | 18% | -10% | 25%[12.7 µM] | 3% | 0% | 50%
Cc1onc(-c2ccccc2)c1C(=O)OCC(=O)Nc1ccc(Cl)cc1 | -11% | / | -3% | -9% | -8% | 7%[2.33 µM] | 9% | -15% | /
O=C1C(NS(=O)(=O)c2cccs2)=C(N2CCOCC2)C(=O)c2ccccc21 | 50%[activator] | -9% | 40µM* | -16% | -5% | 40µM* | ? | -8% | 6%
O=C(COC(=O)/C=C/c1cccc(Cl)c1)NCCC1=CCCCC1 | 169%[activator] | 2% | -1% | -16% | -26% | 1% | 5% | -2% | -1%
O=C(NNC(=O)C1CC1)c1ccc(-c2ccccc2)cc1 | -11% | -3% | -1% | -1% | 2% | 16%[12.7 µM] | -6% | 0% | -2%
CCN(CC)S(=O)(=O)c1cc(NC(=O)CO/N=C(\N)c2ccccc2Cl)ccc1C | 5% | / | 6% | -14% | -19% | 20%[59 µM] | -24% | 2% | /
Cc1ccc(NC(=O)/C=C/c2ccc(Cl)cc2)nc1 | 4% | -5% | -20% | 1% | -10% | 3% | -2% | -3% | -28%
COc1ccc(-c2c(C)nn3c(NC4CCCC4)cc(C)nc23)cc1OC | 17% | -12% | -36% | -4% | -22% | -12%[2.33 µM] | -26% | -7% | -3%
O=C(COC(=O)c1nc(Cl)ccc1Cl)NCc1ccc(Cl)cc1Cl | 31%[activator] | / | 8% | -5% | -20% | 4% | 3% | 11% | /

BAZ2B inh, entries above that show a hit
Compound | Pol iota inh | BLM inh | BAZ2B inh | Pol kappa inh | POLH inh | G9a block | JMJD2A Tudor | APEX1 inh | Pol beta inh
O=C1C(NS(=O)(=O)c2cccs2)=C(N2CCOCC2)C(=O)c2ccccc21 | 50%[activator] | -9% | 40µM* | -16% | -5% | 40µM* | ? | -8% | 6%

Source: PubChem (National Center for Advancing Translational Sciences (NCATS))
